TNAP activators: stimulation of alkaline phosphatase TNAP activity – biochemical, luminescent, no phosphate acceptor, uHTS, primary screen (AID 1001) | purified TNAP, luminescent activation assay, no phosphate acceptor; higher activation fold means a stronger effect | one-dose activation fold at 20 µM; EC50 in µM for titrated hits | actives 0.03% (n = 200,000); in the data active = activation fold from about 3, or a potency from the dose series; inactive = the rest, 99 in 100 with activation fold below about 1.6; also: many of its hits are not listed in these tables
West Nile virus CPE: West Nile virus antiviral activity, cell-based, CPE readout (AID 1621) | West Nile virus-infected cells, CPE inhibition; higher % means a stronger effect | one-dose CPE inhibition, % at 10 µM; IC50 in µM for titrated hits | actives 0.02% (n = 290,000); in the data active = a potency from the dose series; inconclusive = CPE inhibition mostly from about 3.7% at the one dose, without a potency; inactive = the rest, 99 in 100 with CPE inhibition below about 2.2%; also: strong numbers were not always called active
RSV antiviral HEp-2: RSV antiviral activity via CPE protection, HEp-2 cells, primary 10 µM value included (AID 2391). HEp-2 cells, RSV-induced CPE inhibition; higher % means a stronger effect. one-dose CPE inhibition, % at 10 µM; IC50 in µM for titrated hits. actives 0.13% (n = 310,000); in the data active = a potency from the dose series; inconclusive = CPE inhibition mostly from about 23% at the one dose, without a potency; inactive = the rest, 99 in 100 with CPE inhibition below about 21%; also: strong numbers were not always called active
Large T inhibition: TAg ATPase/helicase activity blockers – biochemical (AID 1903) | SV40 large T antigen ATPase/helicase inhibition assay; higher % means a stronger effect | inhibition, % at 20 µM, or IC50 in µM where a hit was titrated | actives 0.39% (n = 310,000); in the data active = a potency from the dose series; inconclusive = inhibition mostly from about 32% at the one dose, without a potency; inactive = the rest, 99 in 100 with inhibition below about 32%; also: strong numbers were not always called active
CSM14.1 death rescue: rescue of cells from ER stress-induced death, primary screen, 384-well, CSM14.1, thapsigargin, ATP luminescence (AID 1222). CSM14.1 thapsigargin-induced death rescue, ATP luminescence; higher % means a stronger effect. 190,000 tested, under 10 active. cellular ATP content (survival), % at 20 µM, or EC50 in µM where a hit was titrated;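 active = EC50 below 50 µM in the dose-response confirmation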;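 also: death triggered by thapsigargin at about 15 µM added after 2 h compound pretreatment; cell ATP read after overnight thapsigargin exposure of roughly 18 to 22 hours; normalized against plate controls of thapsigargin alone and 5% DMSO vehicle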
PMI inhibition: human PMI inhibitors, high substrate, primary screen, biochemical, fluorescence intensity, high mannose 6-phosphate (AID 1220); recombinant PMI enzyme, coupled fluorescence intensity; higher % means a stronger effect; inhibition, % at 20 µM, or IC50 in µM where a hit was titrated; actives 0.66% (n = 190,000)
Ins promoter up: MIN6 insulin promoter up-regulation | z-score at 5 µM | actives 0.3% (n = 190,000) | MIN6 insulin promoter-GFP reporter, high-content imaging; active compounds read high | AID 1625;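 active = z-score above 3 at 5 µM with at least 500 cells counted in the well; inconclusive = wells under 500 cells, flagged as cytotoxic or low count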
human PMI inhibition: MPI enzyme activity inhibition – biochemical, fluorescence intensity, coupled assay, primary screen (AID 1209). purified PMI enzyme, coupled fluorescence intensity; higher % means a stronger effect. actives 0.42% (n = 190,000). inhibition, % at 20 µM; hits with a dose series show IC50 in µM;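 also: plate controls were DMSO vehicle for no effect and wells lacking substrate for full effect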
Salmonella PhoP GFP: PhoP-dependent GFP reporter repression – Salmonella Typhimurium, primary screen (AID 1863). S. Typhimurium PhoP-regulated promoter GFP reporter, 4 h; higher % means a stronger effect. inhibition, % at 50 µM; hits with a dose series show IC50 in µM. actives 0.16% (n = 300,000);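 active = inhibition over 29.93%, a cutoff 3 SD above the screen mean, later confirmed by dose response; inconclusive = inhibition over 29.93% but no dose response follow-up; inactive = inhibition at most 29.93% or unconfirmed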;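 also: 0% = low Mg2+ inducing control and 100% = high Mg2+ repressing control; strong numbers were not always called active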
Ins promoter up cell count: second read-out of Ins promoter up, no call of its own (marks repeat the call); cell count; measured here: cytotoxicity, nuclei count;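 total cells summed across four imaged fields per well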
* hit, by the source's call; ? = inconclusive; nt = not tested or not shown. Rule as the data show it, unless noted: active = inhibition above about 50%; inactive = the rest. Rows were taken by chance; about 1.5% have a hit in one of these screens.

SMILES | TNAP activators | West Nile virus CPE | RSV antiviral HEp-2 | Large T inhibition | CSM14.1 death rescue | PMI inhibition | Ins promoter up | Ins promoter up cell count | human PMI inhibition | Salmonella PhoP GFP
COc1cccc2cc(CC(=O)c3ccccc3)c(=O)oc12 | nt | 0.0% | 0.5% | 29% | nt | nt | nt | nt | nt | -7%
COc1ccc(C[C@H]2CN3C(=NC[C@H]3Cc3ccccc3)N2CCNC(=O)c2ccc(C)c(Br)c2)cc1 | nt | -1.6% | -4.1% | 26% | nt | nt | 0.03 | 995 | nt | 1%
Cc1ccc(CNC(=O)C2CCCN(C(=O)N(C)C)C2)cc1 (stereo not given) | 1.1 | -0.4% | 1.0% | 4% | -1.1% | 1% | -0.65 | 855 | -1% | 3%
Cc1ccc(-c2ccc(CCC(=O)O)n2CC2CCCO2)cc1 (stereo not given) | 1.1 | 0.0% | 1.0% | 5% | -0.9% | -1% | -0.27 | 1637 | -2% | 22%
O=C(CCNS(=O)(=O)c1ccc(Br)s1)NCc1ccccc1Cl | 0.9 | -0.2% | 0.6% | 0% | 2.5% | -1% | nt | nt | -1% | -2%
CC(=O)N1N=C(c2ccc(C)c([N+](=O)[O-])c2)OC1(C)C | nt | 0.1% | 1.7% | 30% | nt | nt | -0.21 | 1387 | nt | -2%
CCOc1ccc(Nc2c3c(nc4ncnn24)CC(C)CC3)cc1 (stereo not given) | 1.2 | -0.1% | 3.8% | 9% | 0.2% | 1% | -0.95 | 1393 | -12% | 5%
CCc1nn2c(=O)cc(CSCC(=O)Nc3ccccc3Cl)nc2s1 | nt | -0.5% | 1.6% | 8% | nt | nt | nt | nt | nt | -11%
Cc1ccc(C(=O)NNc2cc(N3CCCC3)nc(N3CCCC3)n2)cc1 | 1.1 | -1.6% | 1.8% | 18% | -0.3% | 51%* | nt | nt | 28% | -6%
CCOc1cc(-c2nc(C)c(C(C)=O)n2O)ccc1OCC(=O)Nc1ccccc1 | 1.3 | -0.7% | 1.2% | 5% | 2.4% | -14% | -0.94 | 1121 | -11% | -9%
O=C(Cn1c(C(F)(F)F)nc2ccccc21)c1ccc(Br)cc1 | 1.1 | -0.3% | 1.6% | -4% | 1.3% | -1% | 0.56 | 1657 | 3% | -1%
CS(=O)(=O)N1CCCC(C(=O)NCCCN2CCC(Cc3ccccc3)CC2)C1 (stereo not given) | 1.1 | -0.1% | -1.4% | nt | nt | 6% | 0.19 | 1083 | 2% | 7%
Oc1ccc(CN2CCCc3ccccc32)c2cccnc12 | 1.2 | -0.7% | 6.4% | 6% | -1.1% | nt | 0.24 | 2022 | nt | 69µM*
Fc1ccc(C2Nc3cccc4cccc(c34)N2)cc1 | nt | -0.1% | 0.5% | 8% | nt | nt | nt | nt | nt | 4%
O=C(CSc1nc2ccccc2s1)N1CCOCC1 | 0.9 | 1.1% | -0.1% | 3% | 2.3% | 12% | 1.5 | 1888 | 16% | 13%
O=C(NCc1ccc2c(c1)OCO2)c1n[nH]c(=O)c2ccccc12 | 1.1 | 0.7% | 3.5% | 12% | 0.9% | -13% | 0.13 | 1018 | -15% | -5%
CCO[C@@H]1OC(C(=O)NCc2ccccc2)=C[C@H](c2ccc(Br)cc2)[C@H]1CCCO | 1.1 | 0.6% | 0.7% | -2% | 4.2% | 4% | -1.6 | 1255 | 8% | 3%
Cc1ccc2nc(-c3ccccc3)oc(=O)c2c1 | nt | -0.3% | 1.0% | 5% | nt | nt | nt | nt | nt | -3%
Cc1cc2nc(/N=C(\N)NC(=O)C(C)C)nc(C)c2cc1C | nt | -0.1% | 3.3% | 9% | nt | nt | -0.5 | 1237 | nt | -3%
CC(=O)N1CCN(S(=O)(=O)c2c(C)n(C)c(=O)n(C)c2=O)CC1 | nt | 0.1% | -0.2% | -2% | nt | nt | nt | nt | nt | -4%

3 compounds already listed, arranged by their value in West Nile virus CPE, smallest number first.
SMILES | West Nile virus CPE
Cc1ccc(C(=O)NNc2cc(N3CCCC3)nc(N3CCCC3)n2)cc1 | -1.6%
CCc1nn2c(=O)cc(CSCC(=O)Nc3ccccc3Cl)nc2s1 | -0.5%
CC(=O)N1N=C(c2ccc(C)c([N+](=O)[O-])c2)OC1(C)C | 0.1%

The results go on:
SMILES | TNAP activators | West Nile virus CPE | RSV antiviral HEp-2 | Large T inhibition | CSM14.1 death rescue | PMI inhibition | Ins promoter up | Ins promoter up cell count | human PMI inhibition | Salmonella PhoP GFP
Cc1ccc2oc(=O)c(/C=C(\O)C(C)(C)C)nc2c1 | 1.1 | 0.5% | -1.8% | 11µM* | -1.0% | 19% | 1.6 | 1321 | 12% | 0%
Cn1c(=O)oc2cc(S(=O)(=O)Nc3ccc(Cl)cc3)ccc21 | nt | -1.1% | 0.7% | 26% | nt | nt | nt | nt | nt | -3%
O=C(NNS(=O)(=O)c1ccccc1)c1cnn(-c2ccc(Cl)cc2)c1C(F)(F)F | nt | -0.3% | 0.3% | 8% | nt | nt | -0.1 | 1202 | nt | -15%
Cc1ccccc1C(=O)OC1CCCN(C)C1 (stereo not given) | nt | -0.8% | 0.2% | 9% | nt | nt | nt | nt | nt | 1%
CCOC(=O)c1nc(N)c(=O)n(-c2ccccc2)n1 | 1 | 0.3% | 0.7% | 30% | -0.1% | 6% | 2.4 | 1135 | -9% | 4%
Cc1nc2ccccc2n1/C(=N/S(=O)(=O)c1ccc(Br)cc1)c1ccccc1 | 1.1 | 0.2% | 4.1% | nt | 1.2% | -14% | 0.09 | 1267 | -11% | 10%
O=C(CCN1CCOCC1)NNC(=S)NC(=O)c1ccccc1 | 2.3 | 0.6% | 1.0% | 18% | -1.4% | 0% | nt | nt | 33% | -5%
Cc1cccc(N2C(=O)CN(Cc3sccc3C)C2=S)c1 | 1.1 | -1.4% | 3.1% | 2% | -3.3% | -9% | -0.06 | 1492 | 0% | 1%
COc1cc(NC(=O)c2ccccc2C)c(OC)cc1NC(=O)CN1CCOCC1 | 1.1 | 0.0% | 1.7% | nt | 1.9% | 34% | 0.25 | 1447 | 13% | nt
CCNC(=O)CN1C(=O)NC2(CCCCCC2)C1=O | 1 | 1.0% | 1.4% | 7% | -1.0% | -6% | nt | nt | -6% | 4%
CCN(Cc1ccncc1)C(=O)c1ccccc1NS(=O)(=O)c1ccc(Br)cc1 | nt | -0.3% | -0.6% | -5% | nt | nt | 0.19 | 989 | nt | -5%
O=C(CN1CCN(S(=O)(=O)c2ccc(Cl)s2)CC1)NCc1ccc(Cl)cc1 | 1.5 | nt | 2.8% | 5% | -0.1% | -1% | nt | nt | 6% | 0%
CCOC(=O)N1CCN(C(=O)Nc2ccc(Cl)cc2)CC1 | 1.1 | -1.0% | 2.1% | 16% | nt | 5% | -0.52 | 1309 | 7% | -9%
CC1C(=O)C(C)C(c2ccc(Br)cc2)NC1c1ccc(Br)cc1 (stereo not given) | nt | -2.2% | 6.7% | 3% | nt | nt | nt | nt | nt | -7%
CCOc1cc(-c2c(C#N)c(N)nc3c2CCCC3C)ccc1O (stereo not given) | 1.1 | 0.6% | 1.4% | 10% | -3.3% | 5% | -0.45 | 1271 | 17% | 2%
CCOC(=O)C1CCN(c2cc3c(cc2NC(=O)c2ccc(OC)c(OC)c2)n(C)c(=O)n3C)CC1 | nt | ? | 3.2% | 4% | nt | nt | nt | nt | nt | -6%
O=C(CSc1nnc2ccccn12)N1CCc2ccccc21 | 1 | -0.8% | 0.2% | 5% | 1.8% | 6% | 0.44 | 1228 | 3% | 4%
CCOc1ncccc1C(=O)OCc1cn2cc(Cl)ccc2n1 | 1.1 | -0.5% | 2.3% | -1% | -0.1% | 5% | -0.04 | 1318 | -4% | 4%
O=c1c2c(ncn2C2CCCC2)n(Cc2ccccc2)c(=O)n1CCOc1ccccc1 | 1 | -0.4% | ? | -3% | -1.9% | 10% | 0.22 | 1354 | 13% | -4%
COCCn1c(SCC(=O)Nc2ccccc2OC)nc2c(oc3ccccc32)c1=O | 1 | -0.1% | 5.5% | -5% | 0.2% | 9% | -0.1 | 1556 | 8% | -3%
NC(=O)Nc1ccc(Cl)cc1 | nt | 0.1% | 0.6% | 13% | nt | nt | 0.06 | 1068 | nt | -9%
N#Cc1c(NC(=O)c2cccnc2)sc2c1CCC2 | 1.1 | 0.3% | 0.8% | 19% | -2.3% | -2% | nt | nt | -3% | 9%
c1ccc(-c2nc(N3CCCCC3)nc3ccccc23)cc1 | 1.5 | 0.0% | 3.8% | 1% | -1.9% | 3% | nt | nt | 2% | -4%
COCc1cc(=O)[nH]c(-c2ccccc2)n1 | 1.1 | 0.9% | 0.3% | 8% | -1.0% | -2% | 0.34 | 1460 | -9% | 10%
O=C(Nc1cccc(Cl)c1N1CCOCC1)c1ccco1 | nt | 2.3% | 3.2% | 1% | nt | nt | nt | nt | nt | -2%
CCN(CC)c1ccc(NC(=O)c2ccc3c(c2)OCO3)cc1 | nt | -1.9% | ? | 36% | nt | nt | nt | nt | nt | 9%
CCCC(=O)N=C1SC2CS(=O)(=O)CC2N1c1ccc(-c2nc3ccc(C)cc3s2)cc1 (stereo not given) | 1 | -0.4% | 6.8% | -4% | 3.0% | 10% | 1.3 | 1625 | 18% | -8%
COc1ccccc1/C=C1\SC(=S)N(CCC(=O)NC2=NCCS2)C1=O | 0.9 | 0.0% | 3.7% | 11% | -0.4% | 9% | -0.34 | 1483 | 0% | 1%
O=S(=O)(Cc1ccccc1)N1CCN(Cc2ccc(Br)cc2)CC1 | nt | -0.9% | 2.5% | 7% | nt | nt | nt | nt | nt | 0%
O=C1c2oc3ccccc3c(=O)c2C(c2cccc(O)c2)N1c1ccccn1 (stereo not given) | 0.9 | -0.1% | 4.5% | 1% | -0.7% | -7% | 0.69 | 993 | -6% | -12%
Cc1ccccc1C(=O)NC(=S)Nc1ccc(S(=O)(=O)N2CCN(C)CC2)cc1 | 0.7 | -0.4% | 0.1% | 5% | -2.0% | 8% | -0.08 | 771 | 24% | -14%
Cn1c(=O)c2c(nc(N3CCOCC3)n2CCSc2ncccn2)n(C)c1=O | 1 | 0.1% | 1.6% | 12% | nt | -5% | nt | nt | 2% | -8%
COc1cccc(/C=N\NC(=O)C2C(=O)NCC2c2ccccc2)c1O (stereo not given) | 1.4 | 0.2% | 1.7% | 8% | -1.4% | -17% | -0.14 | 1703 | -12% | 1%
CCOc1ccc2c(c1)ncn2Cc1ccccc1 | 1.2 | -0.4% | -1.3% | -1% | 2.6% | -6% | -0.4 | 1132 | -12% | 3%
